Screening data from PubChem.
NFkB transloc pot: enhances IL-1B driven NFkB nuclear translocation; activation, % at 2 µM; HUVEC IL-1B NFkB p65 nuclear translocation imaging; AID 819; 0.3% of 94,000 active;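 active = activation above 40%, about the mean plus 3 SD, also judged a hit on visual image review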;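 also: percent activation is computed from the nuclear over cytoplasmic p65 intensity ratio; values of inactives mirror those of a sister screen read the other way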
MRP reversal: compounds reversing MRP-mediated drug resistance; H69AR cells + 2 uM doxorubicin, CellTiter-Glo, 72 h; differential viability (reversal), % at 10 µM; 0.04% of 85,000 active; AID 602;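 active = viability drop by adding the cancer drug above about 55%, with treated viability meeting a 40% cutoff, limit read from the data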;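 also: viability without doxorubicin minus viability with 2 µM doxorubicin for each compound; larger differential means the compound sensitizes cells more to doxorubicin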
Bcl-B TR3 displacers: displacers of TR3 peptide from Bcl-B, primary screen, selectivity assay for Bfl-1 inhibitor project, biochemical, fluorescence polarization; 0.11% of 96,000 active; displacement, % at 20 µM, or IC50 in µM where a hit was titrated; FP displacement of FITC-TR3 peptide from Bcl-B; higher % means a stronger effect;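 active = displacement above 50% at 20 µM plus a fluorescence interference ratio under 1.5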;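 also: plate controls were wells without compound for no effect and wells lacking Bcl-B protein for full effect; a part of the inactive calls stands beside numbers as strong as those of hits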
PLAP inhibition: inhibition of human placental alkaline phosphatase – biochemical, luminescence, HTS (AID 690); inhibition, % at 20 µM; hits with a dose series show IC50 in µM; purified PLAP, luminescent substrate; higher % means a stronger effect; 0.08% of 96,000 active; in the data active = a potency from the dose series; inactive = the rest, 99 in 100 with inhibition below about 30%; also: strong numbers were not always called active
NFkB transloc inh: blocks IL-1B driven NFkB nuclear translocation in HUVEC cells. 0.43% of 94,000 active. HUVEC IL-1B NFkB p65 nuclear translocation imaging. AID 796. inhibition, % at 2 µM;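 active = inhibition above about 30% together with a positive call from visual inspection of the well image, limit read from the data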;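 also: nuclear over cytoplasmic p65 intensity ratio measured by imaging; 0% = IL-1B stimulated DMSO wells and 100% = unstimulated DMSO wells; values of inactives mirror those of a sister screen read the other way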
MRP reversal cytotoxicity: second read-out of MRP reversal, no call of its own (marks repeat the call); viability, %; H69AR cells, CellTiter-Glo, 72 h; measured here: cytotoxicity without doxorubicin
MRP reversal with doxorubicin: recorded beside MRP reversal, whose call it bears; viability, %; measured here: viability with 2 uM doxorubicin; hits give low values
NFkB transloc inh cell count 2 µM: second read-out of NFkB transloc inh, no call of its own (marks repeat the call); cell count; measured here: cells passing quality filter;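 raw number of nuclei counted in each imaged well without normalization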
NFkB transloc pot cell count 2 µM: second read-out of NFkB transloc pot, no call of its own (marks repeat the call); cell count; measured here: cells passing quality filter
* marks the source's active call; other numbers are inactive results; · = not tested or not shown. An excerpt; rates above refer to the full screens.

structure	NFkB transloc pot	NFkB transloc pot cell count 2 µM	MRP reversal	MRP reversal cytotoxicity	MRP reversal with doxorubicin	Bcl-B TR3 displacers	PLAP inhibition	NFkB transloc inh	NFkB transloc inh cell count 2 µM
Cc1cc(C)nc(NS(=O)(=O)c2ccc(NC(=O)NC3CCCCC3)cc2)n1	1	104	6	101	96	-7%	-23%	-1	104
COC(=O)c1cc(OC)c(OC)cc1NC(=O)CN1C(=O)c2ccccc2C1=O	5	88	1	110	109	3%	8%	-5	88
CC(C(=O)NCc1ccco1)n1cc(C(=O)c2ccco2)c2ccccc21 (stereo not given)	9	64	8	81	73	-2%	-17%	-9	64
Cc1ccc(-c2noc(CSc3nnc(-c4ccncc4)n3-c3ccc(C)cc3)n2)cc1	-6	173	-12	44	56	-5%	-26%	6	173
CCCOc1ccc(N2C(=O)C3ON(c4ccccc4)C(c4ccc(O)c(OC)c4)C3C2=O)cc1 (stereo not given)	-3	174	-3	91	95	2%	-31%	3	174
COc1ccc(CCn2c(C)ccc2C)cc1OC	13	162	·	·	·	·	·	-13	162
O=C(NCCCN1CCCC1=O)c1cccs1	·	·	11	102	92	-6%	-10%	·	·
CCOC(=O)c1cc(C(=O)Nc2ccccc2F)nn1C	6	176	·	·	·	-4%	16%	-6	176
COc1ccccc1NC(=O)c1ccc2nc(N3C(=O)CCC3=O)sc2c1	12	97	·	·	·	-6%	-13%	-12	97
COc1cc2nc(C3CC3)n(NC(=O)c3ccc(F)cc3)c(=O)c2cc1OC	·	·	-8	79	87	-1%	-26%	·	·
CCOc1ccc(C(=O)NCCCn2ccnc2)cc1	-1	153	10	109	99	5%	12%	1	153
CC(=O)Oc1cccc(N2C(=O)CC(Nc3ccc(N4CCOCC4)cc3)C2=O)c1 (stereo not given)	11	134	10	91	82	-5%	-27%	-11	134
O=C1CC(c2nc3ccccc3[nH]2)CN1c1ccccc1 (stereo not given)	24	111	6	88	82	-6%	-11%	-24	111
CCCCn1cc(C(C)(C)C)c(C#N)c1NC(C)=O	29	177	-3	97	100	14%	13%	-29	177
Nc1nc(SCCN2C(=O)c3ccccc3C2=O)n[nH]1	-11	158	2	99	97	-6%	-48%	11	158
COC(=O)c1ccccc1NC(=O)C1CCCC1	9	141	5	98	93	-2%	-4%	-9	141
CC1=NN(C(=O)Cc2ccc([N+](=O)[O-])cc2)C(O)(c2ccccc2)C1 (stereo not given)	0	146	11	94	83	2%	-32%	0	146
COC(=O)c1sc2ncccc2c1OCc1ccc(Cl)cc1Cl	2	146	·	·	·	0%	-5%	-2	146
CCOC(=O)N1CCN(C(=O)CSc2nnc(COc3ccc(Cl)cc3)o2)CC1	·	·	2	104	102	-4%	-23%	·	·
CCN(CC)CCN1C(=O)C(=O)/C(=C(/O)c2cnn(-c3ccccc3)c2C)C1c1ccc(C)o1 (stereo not given)	-5	163	-1	94	95	-4%	-61%	5	163
COC(=O)c1cccc(Cn2nnc3ccccc3c2=O)c1	-5	170	-1	94	96	-2%	12%	5	170
Cc1c(C)c2cc(Cl)c(O)c(CN(C)C)c2oc1=O	18	112	-9	92	101	-1%	-10%	-18	112
CCOC(=O)N1CCC(NC(=O)c2cc3c(-c4ccc(Cl)cc4)nn(C)c3s2)CC1	-9	53	·	·	·	·	·	9	53
CCOC(=O)C1=C(N)Oc2cc(C)n(CCc3ccc(OC)c(OC)c3)c(=O)c2C1c1cccnc1 (stereo not given)	2	95	8	86	78	-2%	-76%	-2	95
CCN(CC)C(=O)CSc1nc2ccccc2c(=O)n1CC1CCCCC1	·	·	14	69	55	6%	-49%	·	·
CC(=O)Nc1ccc(S(=O)(=O)Nc2cccc(C(=O)NC(C)(C)C)c2)cc1	33	176	·	·	·	-6%	7%	-33	176
Cc1ccc(-n2nc3c(c2NC(=O)c2c(-c4ccccc4Cl)noc2C)CSC3)cc1	10	125	-15	76	91	1%	-30%	-10	125
COc1ccc(Br)cc1/C(C)=N/NC1=NCCN1	-5	70	-25	48	73	-4%	-7%	5	70
O=C(CSc1nnc(-c2cccs2)o1)N1CCc2ccccc21	19	121	7	87	80	-4%	17%	-19	121
CC1CCCCN1CCNC(=O)c1cnn2ccccc12 (stereo not given)	·	·	6	100	93	3%	-18%	·	·
COc1ccc(CNC(=O)C2CCN(C(=O)N(C)C)CC2)c(OC)c1	22	192	-2	97	99	4%	1%	-22	192
C=CCn1c(SCCOc2ccc(OC)cc2)nnc1C(CO)NC(=O)c1ccc(OC)cc1 (stereo not given)	11	90	28	101	72	2%	-6%	-12	90
O=C1CC(SCCc2nc3ccccc3[nH]2)C(=O)N1c1ccc(Cl)cc1 (stereo not given)	-6	152	·	·	·	0%	-15%	6	152
O=c1cc(CN2CCN(c3ccccc3O)CC2)nc2sccn12	-1	153	·	·	·	38%	13%	1	153
CCCCS(=O)(=O)Nc1ccc2c(c1)ncn2C1CCCCC1	15	124	2	87	85	-8%	-12%	-15	124
O=C(CN1C(=O)NC2(CCCC2)C1=O)NCCC1=CCCCC1	16	174	-13	111	124	-5%	16%	-16	174
CC(C)(C)C(=O)[C@@H]1[C@@H]2C(=O)N(Cc3ccccc3)C(=O)[C@@H]2[C@H]2c3ccccc3C=CN12	-4	168	-1	34	35	22%	-40%	4	168
COC(=O)C(CC(C)C)NC(=O)c1cc(OC)c(OC)c(OC)c1 (stereo not given)	·	·	1	85	84	-2%	-42%	·	·
CCOC(=O)N1CCN(C(=O)c2cc3sccc3n2C)CC1	·	·	·	·	·	1%	-28%	·	·
Cc1ccc(S(=O)(=O)/N=C(\CSC(N)=O)Nc2ccccc2)cc1	4	147	-76	24	100	1%	6%	-4	147
COc1cccc(NC(=O)C2CCCN(S(=O)(=O)c3ccc(-n4cnnn4)cc3)C2)c1 (stereo not given)	·	·	2	51	49	10%	11%	·	·
O=C(COc1ncnc2ccccc12)NC(=O)NCc1ccccc1	8	86	-7	98	105	12%	·	-8	86
COc1ccc(C2c3sc(=O)[nH]c3SC3C4CCC(C4)C23)cc1OC (stereo not given)	20	148	8	76	68	·	·	-20	148
Cc1cccc2nc(CNc3ccc(F)cc3)cn12	15	151	10	80	71	-4%	-16%	-15	151
Cc1ccc(-n2nnnc2SCC(=O)N2CCN(C(=O)c3ccco3)CC2)c(C)c1	33	128	-12	77	88	-9%	-51%	-33	128
Cn1cc(Br)c(C(=O)NNC(=O)c2cccc(Br)c2)n1	-2	116	·	·	·	-2%	-129%	2	116
O=C(Nc1ccccc1)N1CCN(c2ccc(C(F)(F)F)cn2)CC1	0	137	12	93	81	-8%	13%	0	137
C1CCC(n2nnnc2CN2CCN(C3CCCC3)CC2)CC1	21	196	11	102	91	25%	-37%	-21	196
CCOc1ccccc1N1CCN(C(=O)C2c3ccccc3Oc3ccccc32)CC1	15	97	-38	19	57	0%	-33%	-15	97
O=C(O)c1ccccc1NS(=O)(=O)c1ccc2c3c(cccc13)C(=O)N2	·	·	·	·	·	9%	-2%	·	·
COC(=O)c1cccc(N2C(=O)c3ccccc3S2(=O)=O)c1	3	185	-6	89	95	-10%	7%	-3	185
CCCCCC(=O)N/N=C(\C)c1ccc(NC(=O)c2ccco2)cc1	15	166	·	·	·	-24%	9%	-15	166
COc1ccc(C(=O)OCC2CC(c3ccccc3)N(C)O2)cc1 (stereo not given)	-47	141	·	·	·	22%	8%	47*	141*
Cn1c(=O)c2ncn(CC(=O)Nc3cc(C(F)(F)F)ccc3N3CCOCC3)c2n(C)c1=O	16	173	10	90	81	-2%	-49%	-16	173
Cc1cccc(CC(Cc2nc3ccccc3[nH]2)c2nc3ccccc3[nH]2)c1 (stereo not given)	-6	130	·	·	·	-6%	-212%	6	130
CS(=O)(=O)N(CC(=O)N1CCC(C(N)=O)CC1)C1CCCCC1	·	·	4	89	85	-5%	7%	·	·

3 compounds from above, sorted by the value under PLAP inhibition, lowest first:
canonical_smiles | NFkB transloc pot | NFkB transloc pot cell count 2 µM | Bcl-B TR3 displacers | PLAP inhibition
Cn1c(=O)c2ncn(CC(=O)Nc3cc(C(F)(F)F)ccc3N3CCOCC3)c2n(C)c1=O | 16 | 173 | -2% | -49%
COc1ccc(C(=O)OCC2CC(c3ccccc3)N(C)O2)cc1 (stereo not given) | -47 | 141 | 22% | 8%
CCCCCC(=O)N/N=C(\C)c1ccc(NC(=O)c2ccco2)cc1 | 15 | 166 | -24% | 9%

(further entries)
structure	NFkB transloc pot	NFkB transloc pot cell count 2 µM	MRP reversal	MRP reversal cytotoxicity	MRP reversal with doxorubicin	Bcl-B TR3 displacers	PLAP inhibition	NFkB transloc inh	NFkB transloc inh cell count 2 µM
CCOC(=O)CSc1nc2ccc(NC(C)=O)cc2s1	-11	112	6	99	93	0%	-4%	11	112
CS(=O)(=O)N1CCN(c2nc(-c3ccccc3)cs2)CC1	-2	192	19	95	76	1%	16%	2	192
Cc1cc2ncn(N)c2cc1C	9	172	2	94	92	2%	-7%	-9	172
O=S(=O)(N1CCOCC1)n1cnc2ccccc21	-8	165	8	95	87	3%	1%	8	165
O=C(CN1C(=O)CCC1=O)NCC12CC3CC(CC(C3)C1)C2	9	178	·	·	·	-6%	0%	-9	178
Cn1c(C(=O)Nc2ccc3c(c2)OCO3)cc2sccc21	-17	100	3	85	82	-12%	31%	16	100
CCOC(=O)c1ccccc1NC(=O)CSc1nnnn1C	-5	58	7	86	80	·	·	5	58
Cc1ccc(S(=O)(=O)CCc2nc3ccccc3s2)cc1C	11	191	-2	99	101	6%	19%	-11	191
Cc1c(C)n(C)c2ccc([N+](=O)[O-])cc12	-1	180	-10	94	104	4%	11%	1	180
CCOC(=O)Cc1csc(NC(=O)CSc2nnnn2-c2ccc(F)cc2)n1	21	65	-7	86	93	5%	-22%	-21	65
Cc1ccccc1OCC(=O)Nc1cccc(N(C)S(C)(=O)=O)c1	18	188	2	79	77	0%	-24%	-18	188
CCn1cc(C(=O)N2CCN(c3ccccn3)CC2)c2cc(OC)c(OC)cc2c1=O	·	·	-15	71	86	-11%	-74%	·	·
O=C(O)CS(=O)(=O)CC(=O)O	4	175	-5	102	106	3%	8%	-4	175
COc1cccc(NC(=O)CN(C)C(=O)c2ccc3ccccc3c2)c1	27	124	·	·	·	0%	13%	-27	124
COc1ccc(OC)c(CN2C(=O)c3ccccc3C2C(=O)NCc2cccnc2)c1 (stereo not given)	·	·	26	97	71	-8%	-39%	·	·
CCc1nnc(NC(=O)C2CCCCC2)s1	23	146	-7	91	98	0%	3%	-23	146
CCOC(=O)NC(NCC(O)c1ccccc1)(C(F)(F)F)C(F)(F)F (stereo not given)	18	118	0	96	96	0%	-3%	-18	118
Cc1nnc(SCC(=O)Nc2sccc2C#N)n1Cc1ccccc1	9	195	·	·	·	2%	-32%	-9	195
CN(C)S(=O)(=O)N1CCN(C(=O)c2cccs2)CC1	-9	57	5	104	99	8%	-12%	9	57
O=C(NC1CCCc2ccccc21)c1cncc(Br)c1 (stereo not given)	34	175	1	86	84	0%	11%	-34	175
Cn1c(=O)[nH]c(=O)c2c1nc(NCCCn1ccnc1)n2Cc1cccc(Br)c1	18	139	8	89	81	·	·	-18	139
COC(=O)c1cccc(N(C(=O)c2ccco2)C(C(=O)NC2CCCC2)c2ccco2)c1 (stereo not given)	-10	108	-37	32	69	·	·	10	108
CCCn1c(SCC(=O)NCCc2ccccc2)nnc1-c1ccco1	15	110	5	96	91	·	·	-15	110
Cc1nc2sc(C(c3ccccc3)N3CCC(O)CC3)c(O)n2n1 (stereo not given)	-3	143	9	100	91	-1%	-2%	3	143
NC(=O)CCn1c(=O)oc2ccccc21	-10	100	7	98	91	-1%	-5%	10	100
O=C(CC1N=C2c3ccccc3N=C(SCc3ccccc3Cl)N2C1=O)NCc1ccco1 (stereo not given)	-6	169	-8	78	86	0%	-33%	6	169
O=C(O)CCC(=O)OCC1CCCCC1	26	59	-19	68	86	0%	8%	-26	59
